VLA-4 inh: inhibition in a human VLA-4 binding assay; VLA-4 expressing cells, ligand binding flow cytometry; inhibition, % (about 7 µM as worked out from the volumes in the protocol); P13612; AID 2557; actives 0.2% (n = 330,000); in the data active = inhibition above about 50%
Fh CTSL1 inh: counter-screen for PFM18AAP inhibitors: inhibitors of F. hepatica cathepsin L1. actives 0.49% (n = 300,000). recombinant F. hepatica cathepsin L1, Z-Leu-Arg-MCA fluorescence. inhibition, % at 5.96 µM;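 active = inhibition above the mean of all tested compounds plus 3 SD, set per screening campaign, cut at about 17% in these data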;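 note: 0% = plate median of test compound wells and 100% = 1 µM Z-Phe-Ala-diazomethylketone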
procasp7 counter: counter-screen for procaspase-3 activators: activators of human procaspase-7; P55210; recombinant procaspase-7, Ac-DEVD-pNA absorbance 405 nm; D23A/D198A/D206A triple mutant, cannot self-cleave; scale: DMSO 0, 5 µM enzyme 100; activation, % at 8.5 µM; actives 0.093% (n = 330,000); AID 463210;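 active = percent activation above the screen-wide mean plus 3 SD, cut at about 25% in these data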
Target sequence (P55210 whole entry D23A/D198A/D206A): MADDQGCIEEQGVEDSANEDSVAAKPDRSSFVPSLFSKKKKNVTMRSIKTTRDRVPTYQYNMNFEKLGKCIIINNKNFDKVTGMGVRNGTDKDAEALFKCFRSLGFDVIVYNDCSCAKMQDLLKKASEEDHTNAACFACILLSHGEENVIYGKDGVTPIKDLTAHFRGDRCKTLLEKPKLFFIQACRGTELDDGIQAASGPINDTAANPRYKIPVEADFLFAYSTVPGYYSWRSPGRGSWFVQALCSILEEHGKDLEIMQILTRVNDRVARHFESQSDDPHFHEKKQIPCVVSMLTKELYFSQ
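Detection: p-Nitroaniline absorbance at 405 nm, read at 0 and 120 min; system: Uncleavable procaspase-7 mutant enzyme; evaluation: % activation from two-timepoint absorbance difference, scaled to controls; times: 1 h enzyme–compound preincubation and 2 h substrate reaction, both 25 °C; buffer or medium: Zinc-free HEPES pH 7.4 with 300 mM NaCl, 0.01% Triton X-100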
proCasp3 act: activates human procaspase-3; recombinant procaspase-3 D3A, Ac-DEVD-pNA absorbance 405 nm; P42574; AID 463141; activation, % at 8.5 µM; actives 0.11% (n = 330,000);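 active = activation above the mean of all tested compounds plus 3 SD, cut at about 21% in these data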;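 note: 0% = DMSO alone and 100% = DMSO wells spiked with extra 5 µM PC-3 D3A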
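Evaluation: percent activation relative to control range; Material: Procaspase-3 D3A mutant, all three cleavage aspartates alanine; Compound: single dose, 8.5 µM nominal compound, 0.8% DMSO; Replication: one well per compound; Signal: absorbance at 405 nm, 0 and 120 min; Schedule: 1 h preincubation plus 2 h reaction at 25 °C.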
GRK2 aptamer HTS: inhibitors of human GRK2 displacing RNA aptamer. P25098. bead flow cytometry, FAM-aptamer displacement from GRK2. inhibition of aptamer binding, % at 10 µM. actives 0.59% (n = 330,000);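 active = inhibition of aptamer binding above 40%, roughly 3 SD of noise, on plates passing a quality check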;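 note: median bead fluorescence of bound FAM aptamer so fluorescent compounds give negative values; no value below 0 was filed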
Target sequence (P25098 whole entry, looked up): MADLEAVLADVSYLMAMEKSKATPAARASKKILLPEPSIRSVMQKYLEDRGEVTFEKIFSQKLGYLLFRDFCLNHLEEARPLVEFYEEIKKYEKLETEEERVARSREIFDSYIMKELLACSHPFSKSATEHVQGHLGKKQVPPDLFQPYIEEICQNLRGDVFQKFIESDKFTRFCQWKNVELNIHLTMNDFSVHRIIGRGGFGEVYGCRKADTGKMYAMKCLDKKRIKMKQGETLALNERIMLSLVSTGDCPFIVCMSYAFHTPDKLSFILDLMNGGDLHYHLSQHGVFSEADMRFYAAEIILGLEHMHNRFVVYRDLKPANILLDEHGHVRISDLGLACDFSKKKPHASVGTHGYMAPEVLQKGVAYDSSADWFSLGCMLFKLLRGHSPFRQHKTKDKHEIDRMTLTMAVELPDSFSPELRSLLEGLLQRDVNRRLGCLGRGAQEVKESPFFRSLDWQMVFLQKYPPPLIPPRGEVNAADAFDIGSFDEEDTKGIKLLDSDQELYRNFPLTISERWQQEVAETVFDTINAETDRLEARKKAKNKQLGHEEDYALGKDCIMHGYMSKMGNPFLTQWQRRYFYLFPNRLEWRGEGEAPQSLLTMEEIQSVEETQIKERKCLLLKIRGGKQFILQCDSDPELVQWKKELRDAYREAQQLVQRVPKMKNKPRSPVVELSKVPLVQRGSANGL
HCV core dimer: blocks dimerization of HCV core protein; TR-FRET GST/Flag-core106 dimerization, 1536-well; inhibition, % at 5 µM; actives 0.33% (n = 300,000);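 active = inhibition above the mean of all tested compounds plus 3 SD, set per screening campaign, cut at about 45% in these data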
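Test system: GST/Flag-tagged HCV core106 proteins; Medium: KF-containing HEPES buffer, pH 7.45, DTT, CHAPS, BSA; Times: compound-protein-antibody incubation 4 h at 22.5 °C; Detection: TR-FRET 671 and 617 nm emission; Benchmarks: wells lacking GST-core106 and wells with excess unlabelled core106.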
PP5 inh: blocks human protein phosphatase 5 activity; AID 1987; actives 0.18% (n = 320,000); inhibition, % at 6.7 µM; purified PP5c, OMFP substrate fluorescence; P53041;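 active = inhibition above the campaign's mean inhibition across all tested compounds plus 3 SD, cut at about 9.5% in these data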;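 note: 0% = DMSO only and 100% = 100 µM cantharidin control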
PP1 counter: counter-screen for PP5 inhibitors: inhibitors of human PP1-alpha; actives 0.9% (n = 320,000); AID 2235; inhibition, % at 6.7 µM; P62136; purified PP1alpha, OMFP fluorescence;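 active = inhibition above the mean inhibition of all tested compounds plus 3 SD, computed separately for each screening campaign, cut at about 15% in these data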
GASC-1 inh: human JMJD2C demethylase inhibition; Q9H3R0; GST-JMJD2C(1-420) H3K9me3 demethylation, DELFIA europium; inhibition, % at 2.35 µM; actives 0.069% (n = 330,000); AID 2099;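 active = more than half of a compound's replicate wells show inhibition beyond 50%, single wells judged on their own value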;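 note: signal counts dimethyl H3K9 product captured on neutravidin plate; 0% = median of DMSO wells and 100% = 0.3 times that DMSO median; strong numbers were not always called active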
The depositor's hits bear a star; . = no result given; & = joins results of further samples.

SMILES	VLA-4 inh	Fh CTSL1 inh	procasp7 counter	proCasp3 act	GRK2 aptamer HTS	HCV core dimer	PP5 inh	PP1 counter	GASC-1 inh
CC(Sc1nnc(NC2CC2)s1)C(=O)Nc1ccc(S(N)(=O)=O)cc1 (stereo not given)	-14	.	1	6	2	.	.	.	-3
COC(=O)[C@H](CC(C)C)NC(=O)N1CCN(c2cccc(C(F)(F)F)c2)CC1	0	3	2	-3	0	1	1.5	-3	2
O=C(NCCN1CCOCC1)c1cc(-c2ccc(Cl)c(Cl)c2)on1	3	-3	5	0	0	-4	2.1	-4	-5
Cc1cnc(NC(=O)Cc2ccc(Br)cc2)s1	3	3	-2	-1	0	1	3.6	1	1
COc1ccc(CC(=O)OCC(=O)Nc2c(C)n(C)n(-c3ccccc3)c2=O)cc1OC	6	.	5	7	1	.	1.4	-2	5
Nc1c(N(Cc2ccco2)C(=O)COc2ccccc2F)c(=O)[nH]c(=O)n1Cc1ccccc1	16	.	-3	-3	3	.	0.5	-2	4
COC1(OC)N=C(N)C2(C#N)C(c3ccccc3)NC(C)=CC12C#N (stereo not given)	14	-1	5	10	1	-8	-0.1	0	8
CC(C)=CCN1CCN(Cc2c(C)nn(C)c2Cl)CC1CCO (stereo not given)	9	4	-8	-5	0	-1	0.7	-1	-2
O=C(CSc1n[nH]c(-c2ccccc2)n1)Nc1ccc(F)cc1F	5	3	1	11	4	1	0.1	-1	-9
Nc1c(N(CCC2=CCCCC2)C(=O)COc2ccc(F)cc2)c(=O)[nH]c(=O)n1Cc1ccccc1	-6	.	-6	9	1	.	4.3	3	-7
Cc1ccc(C)c2[nH]c(=O)c(C(c3nnnn3C3CCCC3)N3CCOCC3)cc12 (stereo not given)	13	0	-7	-3	0	-2	4.0	1	5
O=CN1CCC(=O)N(Cc2ccccc2)c2ccccc21	0	-1	-6	4	2	-10	-3.6	-1	7
COc1cc(/C=C2\NC(=S)N(C)C2=O)ccc1OCc1ccccc1F	3	6	7	-1	8	-4	-0.1	12	1
C=CCNC(=S)NNC(=O)c1ccc(OCCCC)cc1	-5	2	5	-6	0	2	-3.4	-1	8
CCOc1ccc(NC(=O)CCS(=O)(=O)c2ccc(C)cc2)cc1	9	2	-1	4	3	-37	-0.2	-1	4

Fetched by compound from the entries so far (four):
SMILES	VLA-4 inh	Fh CTSL1 inh	procasp7 counter	proCasp3 act	GRK2 aptamer HTS	HCV core dimer	PP5 inh	PP1 counter	GASC-1 inh
Nc1c(N(CCC2=CCCCC2)C(=O)COc2ccc(F)cc2)c(=O)[nH]c(=O)n1Cc1ccccc1	-6	.	-6	9	1	.	4.3	3	-7
C=CCNC(=S)NNC(=O)c1ccc(OCCCC)cc1	-5	2	5	-6	0	2	-3.4	-1	8
CC(Sc1nnc(NC2CC2)s1)C(=O)Nc1ccc(S(N)(=O)=O)cc1 (stereo not given)	-14	.	1	6	2	.	.	.	-3
Cc1cnc(NC(=O)Cc2ccc(Br)cc2)s1	3	3	-2	-1	0	1	3.6	1	1

The main list resumes; the 3 compounds before the break are reprinted first.
SMILES	VLA-4 inh	Fh CTSL1 inh	procasp7 counter	proCasp3 act	GRK2 aptamer HTS	HCV core dimer	PP5 inh	PP1 counter	GASC-1 inh
COc1cc(/C=C2\NC(=S)N(C)C2=O)ccc1OCc1ccccc1F	3	6	7	-1	8	-4	-0.1	12	1
C=CCNC(=S)NNC(=O)c1ccc(OCCCC)cc1	-5	2	5	-6	0	2	-3.4	-1	8
CCOc1ccc(NC(=O)CCS(=O)(=O)c2ccc(C)cc2)cc1	9	2	-1	4	3	-37	-0.2	-1	4
CCOC(=O)Cc1csc(NC(=O)C2CCCCC2C(=O)O)n1 (stereo not given)	-4	3	1	-4	1	-2	-0.6	-1	11
Cc1ccc(NC(=O)COc2ncnc3c(Cl)cc(Cl)cc23)cc1[N+](=O)[O-]	40	0	-4	4	1	10	1.9	3	.
COc1ccccc1CCC(=O)OCC(=O)c1c(N)n(CC(C)C)c(=O)n(C)c1=O	22	1	1	-4	0	-4	2.9	83*	-3
COc1ccccc1NC(=O)C1CCCN(C(=O)Nc2ccc(F)cc2)C1 (stereo not given)	-6	2	7	-2	0	-1	1.3	-1	1
Cc1cc(Br)ccc1NC(=O)CNC(=O)CN(C)Cc1nc2ccccc2c(=O)[nH]1	6	-2	0	-3	0	-3	-0.3	1	-14&-7
NNC(=O)c1ccccc1OCc1ccccc1	-5	-3	1	-14	1	-6	0.7	-1	-2
Cc1nc(Nc2ccc(Cl)cc2)c2oc3ccccc3c2n1	-21	1	9	6	0	2	2.0	0	-1
O=C(Nc1ccccc1C(F)(F)F)C1CCN(C(=O)Cc2ccccc2)CC1	11	2	-7	5	0	-17	3.0	3	-11
CCn1ncc(Br)c1C(=O)Nc1cc(C)cc(C)c1	-12	0	7	-7	0	-5	3.0	3	-5
COCCCNC(=O)CN(CCc1ccccc1)S(=O)(=O)c1ccccc1	2	-6	6	-3	4	-3	1.5	1	1
CCCN(C(=O)CSc1nnnn1C)C1CCS(=O)(=O)C1 (stereo not given)	2	-3	5	-6	5	3	-1.2	-3	-12
CC(OC(=O)c1ccc(Cl)c(S(N)(=O)=O)c1)C(=O)NCC1CCCCC1 (stereo not given)	-25	.	-2	-2	0	.	3.6	-3	0
O=C(Cn1cnc2c(cnn2-c2ccc(F)cc2)c1=O)NCCc1ccccc1	4	1	3	3	2	1	2.1	-4	-1
Cc1ccccc1NC(=O)C(C)c1ccc(-c2ccccc2)c(F)c1 (stereo not given)	9	-1	2	5	1	4	2.1	0	0
Cc1ccc(NC(=O)CN2C(=O)NC3(CCCc4ccccc43)C2=O)c([N+](=O)[O-])c1 (stereo not given)	-6	-6	-6	5	4	1	-5.4	-11	-10

Just PP1 counter, proCasp3 act and GRK2 aptamer HTS (three entries from above):
smiles,PP1 counter,proCasp3 act,GRK2 aptamer HTS
CCCN(C(=O)CSc1nnnn1C)C1CCS(=O)(=O)C1 (stereo not given),-3,-6,5
CC(OC(=O)c1ccc(Cl)c(S(N)(=O)=O)c1)C(=O)NCC1CCCCC1 (stereo not given),-3,-2,0
O=C(Cn1cnc2c(cnn2-c2ccc(F)cc2)c1=O)NCCc1ccccc1,-4,3,2

Continued.
SMILES	VLA-4 inh	Fh CTSL1 inh	procasp7 counter	proCasp3 act	GRK2 aptamer HTS	HCV core dimer	PP5 inh	PP1 counter	GASC-1 inh
O=C(NCc1nc2ccccc2[nH]1)c1cccc(S(=O)(=O)N2CCCCC2)c1	14	1	0	0	0	-1	-0.5	-4	1
CCc1c(C#N)c(=O)[nH]c(=O)n1-c1ccccc1	-10	0	2	0	2	-2	0.1	-5	-1
CN(Cc1cnccn1)Cc1cn(Cc2ccccc2)nc1-c1ccc2c(c1)OCO2	4	-2	3	5	4	2	3.0	-2	-1
O=C(Nc1ccc(N2CCOCC2)cc1N1CCOCC1)c1ccc([N+](=O)[O-])cc1	-5	10	-2	-3	1	5	0.0	-8	-10
Cc1ccc(NC2=C(Cl)C(=O)c3ccccc3C2=O)cc1	21	5	-11	-5	0	-25	0.9	1	13
O=C1NCCN(Cc2cccc(Oc3ccccc3)c2)C1CC(=O)N1CCCCO1 (stereo not given)	1	1	-5	4	0	3	1.0	-5	0
COc1cc(C(=O)Nc2ccc(C#N)cc2)c([N+](=O)[O-])cc1OC	0	-1	4	5	0	-2	-0.5	-6	-10
COC(=O)c1ccccc1NC(=O)c1cc[n+](C)cc1	-5	3	-2	6	3	7	-0.4	-3	-17
O=C1C2C3CCC(C3)C2C(=O)N1c1ccc(OS(=O)(=O)c2ccccc2)cc1 (stereo not given)	4	-9	8	-4	0	5	-0.5	0	1
CC(C)c1ccc(CN2C(=O)c3ccccc3S2(=O)=O)cc1	13	1	8	-2	4	12	4.3	3	18
CN1CCN(Cc2nc(N)nc(Nc3ccc4c(c3)OCCO4)n2)CC1	17	0	5	2	0	-2	3.4	2	-3
CC(C(=O)N1CCc2ccccc21)N1CCN(c2ccccn2)CC1 (stereo not given)	10	-4	12	-9	0	-4	1.6	0	-1
COc1cccc(-c2ccc(C#N)c(=O)[nH]2)c1	6	4	-2	-3	0	0	-2.1	3	2
CCOC(=O)c1oc2ccccc2c1NC(=O)CN1CCN(C)CC1	6	-2	3	5	0	-2	-1.7	-3	-14
Cc1ccc(NS(=O)(=O)c2ccc(-n3cccn3)cc2)cc1C	0	-5	-2	-3	4	4	-2.7	0	4
COc1ccccc1-c1nnc(SCC(=O)N2CCOCC2)n1-c1ccccc1	-8	1	13	-2	5	-1	1.3	1	-32
O=C(Nc1sc2c(c1CN1CCOCC1)CCC2)c1ccc(F)cc1	-6	-1	-4	3	0	19	-0.9	1	7
O=C(COc1ncnc2ccccc12)Nc1ccccc1[N+](=O)[O-]	9	2	11	2	0	-6	3.2	0	-14
COc1ccc(CN2CCN(CC3CC3)CC2CCO)cc1C (stereo not given)	-3	-1	-4	-2	0	10	-3.5	0	4
Cc1ccccc1P(=O)(CO)c1ccccc1C	6	-1	11	4	1	-25	2.9	-2	-1
N#CCn1c(CN2CCCC2)nc2ccccc2c1=O	5	3	5	-1	0	-4	-0.7	-1	14
CCC(CC)NC(=O)c1ccc(Cl)cc1	8	-1	7	8	2	2	-3.8	1	-4
CCOC(=O)N/N=C/c1cc(C)n(-c2ccccc2)c1C	4	-6	4	-2	11	9	2.8	-6	1
Cc1noc(C)c1CSCC(=O)N(C)CC(=O)Nc1ccc(Cl)cc1	-5	2	0	-5	0	-4	2.3	3	-2
Clc1nc(Nc2ccc(N3CCOCC3)cc2)c2ccccc2n1	0	-1	-2	-6	1	-4	0.8	-1	-6
COc1ccc(C=C2c3ccccc3C(=O)c3ccccc32)c(OC)c1	6	-1	-23	-11	1	0	2.1	-2	2
COc1ccc(N2CCN(c3oc(Cc4cccc5ccccc45)nc3C#N)CC2)cc1	-16	-1	-5	2	0	7	2.3	3	5
COCCCNC(=O)/C=C/c1c(Cl)cccc1Cl	-11	2	-1	-2	0	-2	1.7	2	3
Cc1ccc(C(=O)C2CCN(C(=O)c3ccc(C)cc3)CC2)cc1	11	-4	0	2	3	3	1.4	-1	-18
O=c1[nH]c(CN2CCN(c3ccccc3Cl)CC2)nc2ccsc12	-5	3	7	-4	3	-1	-0.4	2	-3

Source: PubChem BioAssay
